# From PubChem BioAssay
# Shiga toxin inh = blocks Shiga toxin action in Vero cells | Vero cells, Shiga toxin protein synthesis inhibition reporter | inhibition, % at 38.7 µM | hit rate 9.2% among 290,000 | AID 2315; in the data active = inhibition mostly above about 28%, no sharp cut-off; inactive = mostly below about 43%; note: 0% is about no effect
# Cycloheximide cs = counter-screen for Shiga toxin inhibitors: cycloheximide protein synthesis inhibition; cell reporter, cycloheximide protein synthesis inhibition counterscreen; hit rate 12% among 300,000; AID 2314; max response, %; in the data active = max response mostly above about 13%, no sharp cut-off; inactive = mostly below about 14%; note: read at 38.3 µM for the half of the compounds with a filed dose; 0% is about no effect
# Pf growth 48h = inhibits P. falciparum growth in the first generation, 48 h | AID 504832 | Potency, µM (top dose mostly 28.7 µM), for the others: at the highest dose activity change, negative = inhibition, hits mostly inhibitors | P. falciparum luciferase growth in erythrocytes, 48 h | hit rate 5.9% among 310,000; note: potency is the fitted concentration of half-maximal effect; % is set by controls: 0 for no effect and ±100 for the full control effect
#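 Firefly luciferase activity from engineered P. falciparum reports growth; inhibitors lower the luminescent signal. Cultures contained 2% hematocrit erythrocytes at 0.1% final parasitemia.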
# Giardia FBPA inh = inhibitors of Giardia lamblia fructose-1,6-bisphosphate aldolase; A8B2U2; purified Giardia FBPA; Potency, µM (highest dose often 59.6 µM), without a hit: at the top dose activity, negative = inhibition, hits mostly inhibitors; hit rate 0.71% among 290,000; note: potency is the fitted concentration of half-maximal effect; % is set by controls: 0 for no effect and ±100 for the full control effect; nearly all actives have a fitted effect of over 55% in size
# Target sequence (A8B2U2 whole entry, looked up): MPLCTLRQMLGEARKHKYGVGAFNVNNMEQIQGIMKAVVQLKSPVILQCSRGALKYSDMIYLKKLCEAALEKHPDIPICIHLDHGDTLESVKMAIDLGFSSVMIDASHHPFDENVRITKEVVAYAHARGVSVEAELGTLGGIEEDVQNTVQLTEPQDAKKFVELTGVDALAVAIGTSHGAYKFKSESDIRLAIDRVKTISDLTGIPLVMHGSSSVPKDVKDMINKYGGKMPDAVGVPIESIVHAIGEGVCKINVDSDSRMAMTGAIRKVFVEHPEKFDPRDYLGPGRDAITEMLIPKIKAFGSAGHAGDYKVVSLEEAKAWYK
#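 Giardia FBPA (40 nM reagent) was preincubated 10 min at RT with compound (up to 57.5 uM final), then substrate plus GAPDH/TPI/NAD/arsenate coupling system with diaphorase/resazurin was added; resorufin fluorescence (525/598 nm) was read after 20 min.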
# Pf growth 96h = P. falciparum growth inhibition at 96 hour, primary screen for plastid delayed-death inhibitors | hit rate 6.9% among 320,000 | Potency, µM (top dose mostly 28.7 µM), inactives show top-dose activity change, negative = inhibition, actives largely listed as inhibitors | AID 504834 | P. falciparum luciferase reporter growth, 96 h; note: potency is the fitted concentration of half-maximal effect; % is set by controls: 0 for no effect and ±100 for the full control effect
#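 Readout is luminescence from an integrated firefly luciferase in P. falciparum. Red cells, 2% hematocrit and 0.05% parasitemia final, were cultured with compound through two parasite generations (96 hours) at 37 C, 5% CO2.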
# Sm TGR block = inhibitors of Schistosoma mansoni thioredoxin glutathione reductase; Q962Y6; purified TGR, DTNB reduction, TNB absorbance 405 nm; Potency, µM (titrated, usually from 114 µM), inactives show at the top dose activity change, negative = inhibition, actives largely listed as inhibitors; hit rate 3% among 360,000; AID 485364; note: potency is the fitted concentration of half-maximal effect; % is set by controls: 0 for no effect and ±100 for the full control effect; nearly all actives have a fitted effect of over 60% in size
#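 Kinetic colorimetric format: TGR-catalysed, NADPH-driven DTNB reduction monitored via TNB absorbance. Enzyme dispensed at 20 nM; compound exposure 15 min at room temperature before reaction start.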
# * marks the source's active call; other numbers are inactive results; u = inconclusive; x = no result given; + = active, no number; [ ] = dose if it differs, or a comment. Unless noted, calls come from the whole dose curve; as a rule, active = well fitted curve in the direction sought with a large enough effect; inconclusive = small, poorly fitted or top-dose-only effect, or another doubt; inactive = no such curve, though single readings can be large; an effect the other way counts as inactive or inconclusive.
SMILES,Shiga toxin inh,Cycloheximide cs,Pf growth 48h,Giardia FBPA inh,Pf growth 96h,Sm TGR block
COc1ccc(Cl)cc1NC(=O)CN(C)C(=O)C1CCN(C(=O)Nc2ccccc2)CC1,x,x,u,x,u,-15%
Cc1cccc(C(=O)N2CCCC(N3CCN(c4ccccc4F)CC3)C2)n1 (configuration not stated),-10,5,2%,x,-12%,-16%
CN1C(=O)C(=O)/C(=C(/O)c2ccccc2)C1c1ccc([N+](=O)[O-])cc1 (configuration not stated),-7,2,17%,3%,u,-3%
FC(F)Sc1ccc(NC(=S)NC2CCCC2)cc1,64*,38*,86%[activator],-4%,25%,5%
Cn1c(/C(C#N)=N/O)nc2ccccc21,-5,-2,15%,-16%,33%[activator],0%
OCC1(CCc2ccccc2)CCN(Cc2cc(Cl)ccc2O)CC1,-12,4,-26%,5%,-24%,10%
CC(=O)Nc1ccc(/C=C/C(=O)c2ccccc2)cc1,58*,30*,48%[activator],5%,68%[activator],u
O=C(Cn1cnc2ccccc2c1=O)Nc1ccc2c(c1)OCCO2,90*,46*,99%[activator],1%,-13%,6%
CCC(=O)Nc1c(S(=O)(=O)c2ccc(C)cc2)c2nc3ccccc3nc2n1C(C)c1ccccc1 (configuration not stated),-14,-8,u,-1%,u,-5%
CC(=O)Nc1ccc(NC2CCCCC2NS(=O)(=O)c2ccc(Cl)cc2)cc1 (configuration not stated),-15,-4,3%,-1%,4%,7%
COC(=O)c1cn(C(=O)OC)c2ccccc12,-6,-2,44%[activator],1%,x,-3%
CCOc1ccc(/C=N/NC(=O)c2cc(-c3cccn3C)n[nH]2)cc1,-13,-7,-12%,0%,-25%,-11%
CCCCN(CCCC)CCNC(=O)CN1C(=O)COc2ccc(S(=O)(=O)N3CCOCC3)cc21,-3,-2,6%,8%,0%,4%
CS(=O)(=O)N(CC(=O)NCCSCc1ccccc1)c1ccccc1Br,-3,-1,8%,1%,7.4µM*,-26%
CCOC(=O)COc1c(OC)cc(Cl)cc1C1Nc2ccccc2C(=O)N1c1ccc(F)cc1 (configuration not stated),17,16,-3%,8%,-12%,17%
CCOC(=O)N1CCN(C(=O)C2CC(=O)N(c3ccc(C)cc3)C2)CC1 (configuration not stated),x,x,50%[activator],x,u,3%
O=c1cccc2n1CC1CC2CN(Cc2c(Cl)cccc2Cl)C1 (configuration not stated),-5,-7,-14%,-22%,x,u
O=C(NC(=S)Nc1cc([N+](=O)[O-])ccc1Cl)c1ccccc1,62*,41*,x,u,x,-21%
CC(C)NC(=O)C(=O)NCCCOC(C)C,-15,-3,-8%,5%,7%,0%
Cc1c(-c2ccc(F)cc2)nc(N)c(C#N)c1-c1ccco1,-5,-4,5%,7%,-1%,-31%
COc1cc(C(=O)NCC2CCCO2)cc(Br)c1OCc1ccccc1 (configuration not stated),x,x,u,x,-12%,-4%
Fc1cccc(CN(C2=NCCN2)c2c(Cl)cccc2Cl)c1,x,x,12µM*,x,3%,-2%
CCOC(=O)Cc1nnc(NC(=O)COc2ccc(F)cc2)s1,20,-1,37%[activator],-2%,4%,3%
O=C(Cc1cccs1)N/N=C/C=C/c1ccco1,+,26*,92%[activator],u,u,4µM*
CCc1ccc2[nH]c3nc(C)cc(C)c3c(=O)c2c1,-4,21*,3.3µM*,-8%,0%,1%
N#CCCSCc1ccc(OCC(=O)O)cc1,-4,7,-4%,11%,25%,5%
CCCCCOCC1CC(C/C(C)=N/NC(N)=S)C(=O)O1 (configuration not stated),14,-3,11%,u,25%,-1%
CCCn1c(=S)[nH]c2cc(C(=O)N3CCN(C4CCCCC4)CC3)ccc2c1=O,-9,10,0%,-18%,10µM*,-17%
COC(=O)/C(=C/c1cn(C(C)=O)c2ccccc12)[N+](=O)[O-],24,-2,3%,-13%,-6%,3.5µM*
CCc1ccc(CNC(=O)CCC(=O)n2ncc3cc(C)ccc32)cc1,9,0,35%,3%,42%[activator],-1%
Cc1cccc(NS(=O)(=O)c2cccc(C(=O)N3CCCC3)c2)c1,x,x,0%,x,9%,-5%
COc1cc(/C=N/Nc2ccc(Cl)c(C(=O)O)c2)ccc1OC(=O)c1ccc(F)cc1,23,13,115%[activator],1%,349%[activator],0%
CC/C(=N\NC(=O)c1ccc(CN(C)S(=O)(=O)c2ccc(C)cc2)cc1)c1ccc(OC(F)F)cc1,-7,-2,3%,-2%,0%,2%
COc1cccc(C2CC(c3ccccc3)=NN2S(=O)(=O)c2ccc(C)cc2)c1OC (configuration not stated),38,17,u,0%,u,-1%
CN(C)Cc1cccc([N+](=O)[O-])c1O,0,-1,2%,-14%,23%,7%
O=C(O)c1ccc(CNC(=O)c2ccc3c(c2)OCCO3)cc1,-4,-3,19%,6%,u,4%
O=C(CCN1C(=O)c2ccccc2C1=O)Nn1cnnc1,14,-2,-1%,-2%,2.9µM*,0%
O=C(c1cccc(-n2cccc2)c1)N1CCN(S(=O)(=O)c2ccc(F)cc2)CC1,-1,5,u,-4%,-1%,0%
O=C(O)CCC(=O)NC1CCCCC1,-10,-5,x,4%,-3%,-4%
COc1ccc(NC(C)=O)cc1C,-7,-1,1%,10%,-23%,-14%

# In a second layout: entries from further up.
# Below each SMILES: Shiga toxin inh, Cycloheximide cs, Pf growth 48h, Giardia FBPA inh, Pf growth 96h, Sm TGR block
> COc1cc(C(=O)NCC2CCCO2)cc(Br)c1OCc1ccccc1 (configuration not stated)
 : x, x, u, x, -12%, -4%
> Fc1cccc(CN(C2=NCCN2)c2c(Cl)cccc2Cl)c1
 : x, x, 12µM*, x, 3%, -2%
> CCOC(=O)Cc1nnc(NC(=O)COc2ccc(F)cc2)s1
 : 20, -1, 37%[activator], -2%, 4%, 3%
> O=C(Cc1cccs1)N/N=C/C=C/c1ccco1
 : +, 26*, 92%[activator], u, u, 4µM*
> CCc1ccc2[nH]c3nc(C)cc(C)c3c(=O)c2c1
 : -4, 21*, 3.3µM*, -8%, 0%, 1%
> N#CCCSCc1ccc(OCC(=O)O)cc1
 : -4, 7, -4%, 11%, 25%, 5%
> CCCCCOCC1CC(C/C(C)=N/NC(N)=S)C(=O)O1 (configuration not stated)
 : 14, -3, 11%, u, 25%, -1%
> CCCn1c(=S)[nH]c2cc(C(=O)N3CCN(C4CCCCC4)CC3)ccc2c1=O
 : -9, 10, 0%, -18%, 10µM*, -17%
> COC(=O)/C(=C/c1cn(C(C)=O)c2ccccc12)[N+](=O)[O-]
 : 24, -2, 3%, -13%, -6%, 3.5µM*
> CCc1ccc(CNC(=O)CCC(=O)n2ncc3cc(C)ccc32)cc1
 : 9, 0, 35%, 3%, 42%[activator], -1%
> Cc1cccc(NS(=O)(=O)c2cccc(C(=O)N3CCCC3)c2)c1
 : x, x, 0%, x, 9%, -5%
> COc1cc(/C=N/Nc2ccc(Cl)c(C(=O)O)c2)ccc1OC(=O)c1ccc(F)cc1
 : 23, 13, 115%[activator], 1%, 349%[activator], 0%
> CC/C(=N\NC(=O)c1ccc(CN(C)S(=O)(=O)c2ccc(C)cc2)cc1)c1ccc(OC(F)F)cc1
 : -7, -2, 3%, -2%, 0%, 2%

# The results go on:
SMILES,Shiga toxin inh,Cycloheximide cs,Pf growth 48h,Giardia FBPA inh,Pf growth 96h,Sm TGR block
CC1Cc2cc(/C(O)=C3/C(=O)C(=O)N(Cc4cccnc4)C3c3cccc(O)c3)ccc2O1 (configuration not stated),66*,34*,74%[activator],x,35%[activator],1%
CC(C)c1ccc(NC(=O)CSc2nnc(OC(=O)N(C)C)n2C2CC2)cc1,-7,1,u,x,u,-16%
COc1ccc(CNC(=O)Cn2c(=O)oc3cc(S(=O)(=O)N4CCCC4)ccc32)cc1,37,0,u,x,u,u
O=C(CN1C(=O)c2ccccc2C1=O)OC(C(=O)c1ccc(Cl)cc1)c1ccccc1 (configuration not stated),-17,-4,13%,-3%,u,-19%
Cc1onc(-c2ccccc2)c1C(=O)N1CCN(S(=O)(=O)c2ccc(OC(F)(F)F)cc2)CC1,3,-3,10%,4%,u,-1%
Cc1nnc(SCC(=O)Nc2ccc(Br)cc2)n(N)c1=O,4,-1,-3%,-10%,3%,2%
CC1CCCCC1NC(=O)CSc1nc2ccccc2c(=O)n1Cc1ccco1 (configuration not stated),-5,-2,-7%,-1%,u,-10%
COc1ccc(-n2cnnc2SCC(=O)Nc2ccccc2F)cc1,-4,-3,13%,10%,15%,2%
CC(=O)N(C)C(c1ccc(N(C)C)cc1)c1nnnn1-c1c(C)cccc1C (configuration not stated),-2,1,5.2µM*,-2%,5.2µM*,0%
O=C(CSc1nc2[nH]ncc2c(=O)[nH]1)Nc1ccccc1F,x,x,u,x,-5%,4%
CC(C)(C)C(=O)NC(=S)Nc1sc2c(c1C#N)CCCCC2,38,19*,19%,-17%,19%,-5%
Cc1ccc(-n2cc(CN3CCN(C(=O)c4ncn[nH]4)CC3)c(-c3ccc(F)cc3)n2)cc1,40,17*,12µM*,-17%,15µM*,2%
CCOC(=O)Cn1cc(C(=O)c2ccccc2F)c2ccccc21,45,17*,74%[activator],-2%,53%[activator],12%
COc1ccc(Cl)cc1NC(=O)CN(C)CC(=O)Nc1cc(OC)c(OC)c(OC)c1,-7,-7,15µM*,3%,u,-11%
COc1ccc(Cc2nc(-c3ccc(NC(=O)c4cccnc4)cc3)no2)cc1,-13,0,5.2µM*,0%,44%[activator],-21%
OC(c1nnc(-c2ccccc2)o1)c1cccs1 (configuration not stated),111*,77*,14%,1%,6%,1%
O=C(COC(=O)c1ccc(S(=O)(=O)C(F)F)cc1)Nc1ccccc1C(=O)NC1CC1,x,x,12%,x,-11%,-4%
CC(=O)/C(=N\Nc1ccccc1Cl)Sc1nnc(-c2ccccc2)n1-c1ccccc1,-5,-5,u,-21%,u,-6%
CC(=O)N1CCN(c2nc(-c3cccs3)nc3ccccc23)CC1,-8,-3,u,1%,-24%,11%
Cc1nn(CC(=O)N/N=C/c2cccs2)c(C)c1[N+](=O)[O-],4,-1,7%,1%,38%[activator],0%

# Reformatted as tab-separated lines: entries from further up.
Compound	Shiga toxin inh	Cycloheximide cs	Pf growth 48h	Giardia FBPA inh	Pf growth 96h	Sm TGR block
CC(C)(C)C(=O)NC(=S)Nc1sc2c(c1C#N)CCCCC2	38	19*	19%	-17%	19%	-5%
Cc1nn(CC(=O)N/N=C/c2cccs2)c(C)c1[N+](=O)[O-]	4	-1	7%	1%	38%[activator]	0%

# (more compounds)
SMILES,Shiga toxin inh,Cycloheximide cs,Pf growth 48h,Giardia FBPA inh,Pf growth 96h,Sm TGR block
CCC(C(=O)Nc1ccccc1F)n1nc(C)c2c(C)n(-c3ccccc3)nc2c1=O (configuration not stated),-5,-1,u,5%,15µM*,9%
CC(c1nnc(SCC(=O)N2CCc3ccccc32)n1-c1ccc(Cl)cc1)N(C)C (configuration not stated),-17,-4,-2%,2%,-4%,3%
CCN(Cc1ccccc1)C(=O)COc1ccccc1,x,1,16%,2%,8.3µM*,-9%
Cc1nc(/N=C(\N)NC(=O)c2ccccc2)nc2ccccc12,52*,50*,17%,-2%,2%,-18%
O=C(CN1CCCC1)Nc1ccc(Br)cc1[N+](=O)[O-],x,27*,41%[activator],1%,u,0%
CCC(=O)N1CC23C=CC(CC2CC12CCCCC2)O3 (configuration not stated),13,11,-13%,3%,19%,1%
O=C(CCC(=O)N1C[C@H]2C[C@@H](C1)c1cccc(=O)n1C2)NCc1cccc(C(F)(F)F)c1,5,1,-4%,3%,-1%,-22%
Cn1ccc(C(=O)OCC(=O)Nc2ccccc2)n1,2,-5,31%[activator],-2%,48%[activator],-1%
